Screening results as filed in PubChem BioAssay.
RGS7-Gao: RGS7-Galphao binding modulators, primary screen, biochemical, multiplexed bead flow cytometry. Guanine nucleotide-binding protein G(o) subunit alpha (Homo sapiens), P09471. actives lie on both sides. binding response (% of control), % at 10 µM. 0.35% of 220,000 active. AID 1439, 2008; in the data active means binding response below about 49% or above about 150%; inconclusive means no clear call, values can overlap the other calls; inactive means in between;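 further: fluorescent Galphao held in activated GDP-AlF4 state binding bead-coupled RGS7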
Target sequence (P09471 whole entry, looked up): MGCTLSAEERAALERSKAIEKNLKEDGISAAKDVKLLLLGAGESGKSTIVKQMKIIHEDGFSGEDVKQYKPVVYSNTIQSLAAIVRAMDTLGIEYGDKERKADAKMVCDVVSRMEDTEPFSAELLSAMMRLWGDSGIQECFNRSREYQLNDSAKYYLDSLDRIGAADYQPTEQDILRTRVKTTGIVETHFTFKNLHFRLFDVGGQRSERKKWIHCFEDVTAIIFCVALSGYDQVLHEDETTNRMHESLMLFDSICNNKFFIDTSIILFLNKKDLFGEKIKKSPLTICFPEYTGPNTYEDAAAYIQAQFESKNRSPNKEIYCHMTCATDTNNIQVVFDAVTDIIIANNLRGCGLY
Avidin fluor: green autofluorescence of compounds with avidin beads – biophysical, 488/530 nm, flow cytometry, artefact control, profiling panel. AID 1775, 2009. 0.38% of 220,000 active. fluorescence (KMESF) at 10 µM. compound fluorescence 488/530 nm; stronger effect = higher value; in the data active means fluorescence above about 47; further: inactives centre near 10
RGS4-Gao reg: modulators of RGS4 binding to Galphao, primary screen, biochemical, multiplexed bead flow cytometry; Guanine nucleotide-binding protein G(o) subunit alpha (Homo sapiens), P09471; binding response (% of control), % at 10 µM; actives lie on both sides; 0.33% of 220,000 active; in the data active means binding response below about 49% or above about 150%; inactive means in between;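 further: fluorescent Galphao activated with aluminum fluoride binding bead-coupled RGS4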
* marks the source's active call; other numbers are inactive results; ? = inconclusive; . = not tested or not shown.

SMILES	RGS7-Gao	Avidin fluor	RGS4-Gao reg
CN(C)C(=S)SCCn1c(N)nc(N(C)C)nc1=O	?	16	89.6
Cc1nc(-c2cccs2)sc1C(=O)NN	?	8	96.8
COc1ccc(C(=O)N/N=C(\C)CC(=O)Nc2ccc(Cl)cn2)cc1	?	8	99.6
COc1ccc(C(CCN2CCCC(C)C2)c2c(OC)cc(OC)c3c2OC(=O)CC3c2cc(OC)c(OC)c(OC)c2)cc1 (configuration not stated)	?	8	114.3
Cc1nc2c(c(=O)c3ccccc3n2C)c(=O)n1-c1ccccc1	?	8	101.3
O=C(COC(=O)c1c(F)cccc1F)c1ccc[nH]1	?	5	87.2
Cc1ccc(NC(=O)N(CCC#N)Cc2ccccc2)cc1	?	6	104.9
CCOc1ccc(Nc2nc3ccccc3n3cnnc23)cc1	?	5	112.4
COc1ccc(/C=N/n2c(=O)[nH]c3c([nH]c4ccc(F)cc43)c2=O)cc1CN1CCCCC1	?	11	107.4
CC(C)OC(=O)Nc1ccc(-c2ccc(NC(=O)OC(C)C)cc2Cl)c(Cl)c1	?	9	106.7
CCOc1ccc(S(=O)(=O)N(C)c2ccc(OCC(=O)NCCc3ccc(OC)cc3)cc2)cc1	?	10	101.6
CCCCCCCC1CC(=O)C=C(C)C1C(=O)OCC (configuration not stated)	?	5	101.1
Cc1ccc(C2=NOC3(CC(=O)N(c4ccc(C)cc4)C3=O)C2)cc1 (configuration not stated)	?	9	94.4
Cc1ccc2c(c1)oc(=O)n2CC(=O)c1ccccc1	?	3	104.8
Cc1onc(-c2c(Cl)cccc2Cl)c1COC(=O)c1ccc([N+](=O)[O-])cc1	?	3	94.8
O=C(COC(=O)c1c[nH]c(=O)[nH]c1=O)Nc1ccccc1Br	?	4	99.8
COCCOC(=O)c1c(NC(=O)CNC2CCCc3ccccc32)sc(C(N)=O)c1C (configuration not stated)	?	13	99.2
CCOC(=O)c1ccc(NC(=O)c2nc[nH]c2C(=O)N2CCc3ccccc3C2)cc1	?	18	101.5
CCc1ccc(-c2csc3ncn(CC(=O)NCc4ccco4)c(=O)c23)cc1	?	8	99.9
COc1ccccc1NC(=S)N(CCN(C)C)C(C)c1ccncc1 (configuration not stated)	?	18	103.3

Sorted by molecular weight (falling): three of the compounds above
SMILES	RGS7-Gao	Avidin fluor	RGS4-Gao reg
CCOc1ccc(S(=O)(=O)N(C)c2ccc(OCC(=O)NCCc3ccc(OC)cc3)cc2)cc1	?	10	101.6
COCCOC(=O)c1c(NC(=O)CNC2CCCc3ccccc32)sc(C(N)=O)c1C (configuration not stated)	?	13	99.2
Cc1ccc(C2=NOC3(CC(=O)N(c4ccc(C)cc4)C3=O)C2)cc1 (configuration not stated)	?	9	94.4

(list continues)
SMILES	RGS7-Gao	Avidin fluor	RGS4-Gao reg
Cc1cc(NC(=O)c2n[nH]c(=O)c3ccccc23)ccc1Br	?	5	96.2
CCOc1ccc2nc(NC(=O)C3CCCN(S(=O)(=O)c4c(C)noc4C)C3)sc2c1 (configuration not stated)	?	7	88.6
COc1ccccc1CC(=O)Nc1cccc(C(=O)Nc2nccs2)c1	?	9	105.8
CC(=O)C1=C(NC(=O)c2ccc(C(F)(F)F)cc2)C[C@@H]2[C@H]1C2(C)C	?	8	96.3
O=C(c1ccc(S(=O)(=O)N2CCCC2)cc1)N(Cc1ccco1)C1CCS(=O)(=O)C1 (configuration not stated)	?	8	99.4
O=[N+]([O-])c1cccc(-c2cnc3ccccc3n2)c1	?	5	101.8
C=CCc1c(N(CC)CC)nc(C)[nH]c1=O	?	7	100.6
COc1ccc(CCNC(=O)C2CC3Cn4c(nc5cc(Cl)c(Cl)cc54)C3N2C)cc1 (configuration not stated)	?	9	94.0
COc1ccc(C2c3ccc4ccccc4c3Oc3ncn(CCCO)c(=N)c32)cc1OC (configuration not stated)	.	5	97.8
c1ccc2c(c1)cnc1ccccc12	?	6	108.4

4 compounds already listed, sorted by the number in Avidin fluor, falling:
| SMILES | RGS7-Gao | Avidin fluor | RGS4-Gao reg |
| --- | --- | --- | --- |
| COc1ccccc1CC(=O)Nc1cccc(C(=O)Nc2nccs2)c1 | ? | 9 | 105.8 |
| O=C(c1ccc(S(=O)(=O)N2CCCC2)cc1)N(Cc1ccco1)C1CCS(=O)(=O)C1 (configuration not stated) | ? | 8 | 99.4 |
| c1ccc2c(c1)cnc1ccccc12 | ? | 6 | 108.4 |
| O=[N+]([O-])c1cccc(-c2cnc3ccccc3n2)c1 | ? | 5 | 101.8 |

Carrying on:
SMILES	RGS7-Gao	Avidin fluor	RGS4-Gao reg
C/C(=N/NC(=O)CNC(=O)CCc1ccccc1)c1ccc(Cl)cc1	?	5	95.5
Cc1ccc(CSCC(=O)NCc2ccc3c(c2)OCO3)cc1	?	3	76.8
COC(=O)/C(C#N)=C(/Nc1ccc(F)c(Cl)c1)C(F)(F)F	?	5	101.8
O=C(O)c1ccn2c(C(=O)c3ccccc3)c(-c3ccccc3)cc2c1	?	3	100.4
CC1(C)CC(C(N)=S)CCO1 (configuration not stated)	?	3	99.9
CCOC(=O)N1CCC(N2C(=O)c3ccccc3C2Nc2cc(C)cc(C)c2)CC1 (configuration not stated)	?	8	104.7
Oc1ccccc1-c1nc2c3ccccc3c3ccccc3c2[nH]1	?	7	99.6
COc1ccc(/C=C/C(=O)OC2CCCCC2CN(C)C)cc1 (configuration not stated)	?	23	98.9
C/C=C/C(=O)N1CC2(CC(c3cccc(NC(=O)CC)c3)=NO2)C[C@H]1C(N)=O (some centres not stated)	?	10	97.4
CCCCC1=CC2=CC(=O)C(C)(OC(=O)C3CCCC3)C(=O)C2=CO1 (configuration not stated)	?	10	99.8
O=C(Nc1ccc(-c2cnco2)cc1)c1ccc(Cl)cc1	?	4	104.8
Cc1nc(-c2ccc(S(=O)(=O)NCc3ccccn3)s2)cs1	?	8	99.2
CCOC(=O)CCCNC(=O)CCNC(=O)c1ccc(OCCC(C)C)cc1	?	8	100.6
O=C(N=c1ccn(-c2nc3ccccc3nc2NS(=O)(=O)c2ccc(Cl)cc2)cc1)c1cccs1	?	6	99.0
Cc1[nH]nc(NNC(=O)c2ccccc2)c1[N+](=O)[O-]	?	4	94.3
NC(=O)C1(C(N)=O)OC1c1ccc(Cl)c(Cl)c1 (configuration not stated)	?	10	104.0
Cc1cccc(OCCn2cnc(Cl)c2Cl)c1	?	8	100.7
Brc1ccc2oc(-c3ccn[nH]3)cc2c1	?	9	99.9
Cc1c(C(=O)Nc2cccc(S(=O)(=O)N3CCCC3)c2)oc2ccccc12	?	8	104.5
CCOC(=O)c1c(C)nn(-c2ncccc2NC(=O)CCC(=O)O)c1C	?	2	103.3
Cc1cc(C(=O)NCCc2ccc(Cl)cc2)n(-c2ccccc2)n1	?	6	112.8
CCN1C(=O)N[C@@H](CCc2ccccc2)[C@@H](C(=O)OC)[C@H]1C	?	10	98.1
Cc1ccc(S(=O)(=O)N/N=C2/CC(=O)CC(C)(C)C2)cc1[N+](=O)[O-]	?	26	101.8
Cc1ccc2nc(C)c3c(c2c1)N(c1ccccc1)CC3	?	5	90.6
CC1CCC(C(C)C)C(OC(=O)C[n+]2cc(-c3ccc(Cl)cc3)n3c2CCC3)C1 (configuration not stated)	?	7	103.2
O=C1CC(N2CCN(Cc3ccc(Cl)cc3)CC2)C(=O)N1CCc1ccccc1 (configuration not stated)	?	7	98.7
CSCCNC(=O)Nc1c(-c2c(Cl)cccc2Cl)noc1C	?	6	99.9
CCN1CCN(c2oc(COc3ccc(Cl)cc3)nc2C#N)CC1	?	7	107.0
COC/C=C/C1=CC2=CC(=O)C(C)(OC(=O)c3cnc4ccccc4n3)C(=O)C2=CN1Cc1ccc(OC)cc1 (configuration not stated)	?	8	98.6
Cc1cc(OCC(=O)N2CCOCC2)ccc1[N+](=O)[O-]	?	9	102.3
CN(C)CCN(C(=O)c1ccc(S(=O)(=O)N(C)c2ccccc2)cc1)c1nc2cc3c(cc2s1)OCCO3	?	8	92.1
CC1=Nc2ccccc2N=C(NC(=O)CN2CCN(c3ccc(F)cc3)CC2)C1c1ccccc1 (configuration not stated)	?	5	107.0
CCCCNC(=O)c1onc(CSc2ccncc2)c1C(=O)NCCCC	?	11	104.6
CN(c1ccccc1)S(=O)(=O)c1cccc(Cl)c1Cl	?	7	95.0
N#C/C(=C\c1ccc(N2CCOCC2)o1)C(=O)NC1CCCCC1	?	5	100.1
CNC(=O)Nc1ccc2nc(C)oc2c1	?	19	90.0
C=CCN(c1ccccc1C(=O)O)S(=O)(=O)c1ccc(NC(=O)OC)cc1	?	6	103.0
O=C(c1ccccc1)C1C(c2ccccc2)C1[N+](=O)[O-] (configuration not stated)	?	21	105.9
CCOc1ccc(NC(=S)N(CCOC)C(C)c2ccco2)cc1 (configuration not stated)	?	8	91.0
CCCCCCC#Cc1ccc2c(c1)COc1c3ccccc3nn1-2	?	8	95.5
Cc1onc(-c2ccc(Cl)cc2Cl)c1-c1csc(N/N=C/c2ccccc2)n1	?	5	94.6
O=[N+]([O-])c1cccnc1Oc1cccnc1	?	9	103.6
O=C(O)c1ccccc1N(Cc1ccccc1)C(=O)COc1ccccc1	?	6	98.3
S=c1[nH]nc(NCCCN2CCOCC2)s1	?	6	110.5
COc1cccc(/C=N/NC(=O)c2ccc(=O)[nH]n2)c1O	?	6	87.1
CCCCCCC(C)OC(=O)c1ccccc1C(=O)O (configuration not stated)	?	8	120.6
CN(C(=O)CC1C(=O)NCCN1Cc1ccc(F)cc1)C1CCOCC1 (configuration not stated)	?	11	107.9
CC(O)[C@H]1CN=C(N)N1CCc1cc(C(F)(F)F)cc(C(F)(F)F)c1 (some centres not stated)	?	9	104.0
COc1cc2c(cc1OC)CN(C(=O)c1ccc([N+](=O)[O-])o1)CC2	?	5	101.6
COc1ccccc1NC(=O)c1cc2cc(Br)ccc2cc1O	?	6	87.2
Later entries:
SMILES	RGS7-Gao	Avidin fluor	RGS4-Gao reg
CC(C)(C)OC(=O)NCCc1n[nH]c(=S)o1	?	13	106.5
CCCn1c(=O)c2[nH]cnc2n(-c2ccccc2C)c1=O	?	6	97.9
COc1cc(NC(=O)SC2=NCCS2)cc(OC)c1	?	3	40.7*
CC(=O)Nc1ccc(S(=O)(=O)NCC(=O)NC(C)c2ccc(S(N)(=O)=O)cc2)cc1 (configuration not stated)	?	11	98.3
CCC(CC)C(=O)N1N=C(c2ccc(NS(C)(=O)=O)cc2)CC1c1ccc(C)cc1 (configuration not stated)	?	6	106.7
N=C1C(c2ccccc2)=C(O)CN1c1cccc(S(=O)(=O)N2CCCCC2)c1	?	9	101.6
CCn1c(=NC(=O)C2COc3ccccc3O2)sc2c(C)ccc(OC)c21 (configuration not stated)	?	6	103.2
CCOc1ccccc1NC(=S)Nc1ccc2cn[nH]c2c1	?	7	101.6
Fc1ccccc1-c1n[nH]c(=S)n1/N=C/c1c[nH]c2ccccc12	?	6	90.0
c1ccc(-c2ccc(C3=Nn4c(nnc4-c4cccs4)SC3)cc2)cc1	?	7	96.7
CN(C)c1ccc(/C=N/NC(=O)c2cnc3ccccc3c2)cc1	?	8	99.4
O=C(NCC1CCCO1)c1ccc2c3n(nc2c1)-c1ccccc1CO3 (configuration not stated)	?	10	100.9
C/C(Cc1ccccc1)=N\NC(=O)CNC(=O)Cc1ccccc1	?	7	84.8
Fc1ccccc1-c1[nH]ncc1-c1nnnn1-c1ccccc1	?	4	96.1
CC12CCC(C(=O)Nc3ccc(Br)cn3)(OC1=O)C2(C)C (configuration not stated)	?	7	100.5
O=C(NCc1ccc(OC(F)(F)F)cc1)C1CC(c2ccccc2C(F)(F)F)=NO1 (configuration not stated)	?	9	100.0
CC(C)[C@H](NC(=O)CCCn1nnc2ccccc2c1=O)C(=O)O	?	6	99.7
Cc1[nH]c2ccccc2c1SCC(=O)NNC(=O)Nc1ccc(OC(F)(F)F)cc1	?	3	102.2
CC(=O)Nc1ccc(C(=O)CSc2nnnn2C)cc1	?	5	101.4
COc1ccc(N=C2SCC(c3ccccc3)=NN2C)cc1	?	6	104.5
CCOC(=O)C1CCN(C2=C(NS(=O)(=O)c3ccc(Cl)cc3)C(=O)c3ccccc3C2=O)CC1	?	4	101.8
Cc1cc(C)n(C2CC(=O)N(c3ccc(C)c(Cl)c3)C2=O)n1 (configuration not stated)	?	4	91.2
Cc1c(Cl)cccc1NC(=O)N1CCCN(c2nc(-c3ccccc3)ns2)CC1	?	3	98.2
COc1ccc2c(c1)c1ncn(Cc3ccc(F)cc3)c(=O)c1n2C	?	3	103.9
C/C(=N/NC(=O)CNC(=O)c1cccnc1)c1ccco1	.	6	96.1
CC(=O)c1ccc2c(c1)OCCOCCOCCOCCO2	?	9	102.7
O=C(O)CC(CC(=O)Nc1ccc(-n2ccc(C(F)(F)F)n2)cc1)c1ccccc1 (configuration not stated)	?	7	105.2
CC12CCC(C/C1=N/O)C2(C)CBr (configuration not stated)	?	6	94.0
COc1cc2c(cc1OC)-c1cc(Nc3ccc(N(C)C)cc3)nc(=O)n1CC2	?	6	94.3
C=C1CCN([C@@H](C)C(=O)NCc2cc(OC)c(OC)c(OC)c2)S(=O)(=O)c2ccccc21	?	8	99.5
O=C(Nc1ccccc1Cl)c1csc(-c2cccnc2)n1	?	6	100.7
On1c(-c2ccccc2)nc2ccccc21	?	7	110.3
C#CCOCCOCCOCCNc1nc(N2CCN(C(=O)[C@H](CCC(=O)O)n3cc(C(N)CO)nn3)CC2)nc(N2CCN(C(=O)[C@H](CCC(=O)O)n3cc(C(N)CO)nn3)CC2)n1 (some centres not stated)	?	11	102.7
Cc1cccc(/C=N/NC(=O)NC23CC4CC(CC(C4)C2)C3)n1	?	9	100.1

This is a subset; the hit share may differ from the screen's.
